High-throughput results (PubChem)
TrxR1 substrate: is turned over as a substrate by rat TrxR1; purified TrxR1 substrate turnover, NADPH consumption readout; Potency, µM (series often up to 114 µM), without a hit: at the top dose activity change, negative = substrate turnover; actives 0.01% (n = 390,000); further: on the % scale 0 is the no-effect control and ±100 the full control effect; nearly all actives have a fitted effect of over 50% in size
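Rat TrxR1, dispensed at 90 nM, was prereduced with 400 uM NADPH (final) for 5 min at ~22 deg C, then incubated with compound 15 min before 400 uM selenite. A first-read NADPH fluorescence drop versus no-compound background flagged substrates.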
mIDH1 inhibitor: blocks human mutant IDH1 R132H enzyme | O75874 | IDH1-R132H enzyme, NADPH consumption, diaphorase/resazurin fluorescence | Potency, µM (series often up to 76.6 µM), for inactives: top-dose activity change, negative = inhibition, most hits filed as inhibitors | actives 0.093% (n = 390,000); further: on the % scale 0 is the no-effect control and ±100 the full control effect; nearly all actives have a fitted effect of over 65% in size
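IDH1-R132H (0.5 ug/mL dispensed) in pH 7.5 Tris buffer was preincubated 30 min with compound, then given a substrate mix of 0.016 mM NADPH and 2 mM alpha-KG for 80 min at room temperature; remaining NADPH was read by diaphorase/resazurin fluorescence.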
Vif-APOBEC3F blk: Vif-A3F binding inhibition; HeLa A3F-eYFP + Vif (tagged APOBEC3F with the HIV-1 protein that degrades it), YFP fluorescence increase; Potency, µM (highest dose often 46.1 µM), inactives show at the highest dose activity, negative = active; actives 0.2% (n = 390,000); further: % of control where 0% means no effect; nearly all actives have a fitted effect of over 65% in size
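Fluorescence increase (Ex 488/Em 500-530) after overnight compound treatment at 37 deg C flags inhibition of Vif-driven A3F-eYFP loss in stable HeLa A3F-eYFP/Vif cells seeded overnight beforehand.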
RGS4 inhibitor: inhibitors of human regulator of G protein signaling 4; P49798; Transcreener GDP fluorescence polarization, RGS4-accelerated GTP hydrolysis; Potency, µM (titrated, usually from 114 µM), for inactives: at the top dose activity change, negative = inhibition, actives largely listed as inhibitors; actives 0.039% (n = 390,000); AID 504845; further: on the % scale 0 is the no-effect control and ±100 the full control effect; nearly all actives have a fitted effect of over 75% in size; some results filed as inactive show a strong effect at the top dose
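MLSMR compounds (23 nl, pin-transferred) preincubated 10 min at room temperature with a 500nM (2x) first reagent, then RGS4 at 900nM (2x) plus Transcreener GDP mix added; fluorescence polarization (620/688 nm) read before and after 90 min at 30 °C.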
USP1-UAF1 inh: inhibitors of human USP1/UAF1 deubiquitinase; O94782; recombinant USP1/UAF1, Ub-Rhodamine cleavage fluorescence; Potency, µM (series often up to 57.1 µM), for the others: at the highest dose activity change, negative = inhibition, actives largely listed as inhibitors; actives 0.23% (n = 390,000); AID 743255; further: on the % scale 0 is the no-effect control and ±100 the full control effect; nearly all actives have a fitted effect of over 60% in size; inactives centre near -12
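1 nM enzyme complex + cpd, 15 min RT; start with Ub-Rho 150nM final; kinetic fluorescence ex 480/em 540, 6 reads q60 s. Buffer 50mM HEPES pH 7.8, 0.5mM EDTA, 0.1 mg/ml BSA, 1mM TCEP, 0.01% Tween-20.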
Vif-A3G inh: Vif-A3G binding inhibition; Q9HC16; HeLa A3G-eYFP + Vif (tagged APOBEC3G with the HIV-1 protein that degrades it), YFP fluorescence, overnight; Potency, µM (series often up to 46.1 µM), without a hit: top-dose activity, negative = active, hits mostly inhibitors; actives 0.076% (n = 410,000); AID 602310;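 further: on the % scale 0 is the no-effect control and ±100 the full control effect; nearly all actives have a fitted effect of over 60% in size; hits raise eYFP signal because A3G escapes Vif-driven loss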
Target sequence (Q9HC16 whole entry, looked up): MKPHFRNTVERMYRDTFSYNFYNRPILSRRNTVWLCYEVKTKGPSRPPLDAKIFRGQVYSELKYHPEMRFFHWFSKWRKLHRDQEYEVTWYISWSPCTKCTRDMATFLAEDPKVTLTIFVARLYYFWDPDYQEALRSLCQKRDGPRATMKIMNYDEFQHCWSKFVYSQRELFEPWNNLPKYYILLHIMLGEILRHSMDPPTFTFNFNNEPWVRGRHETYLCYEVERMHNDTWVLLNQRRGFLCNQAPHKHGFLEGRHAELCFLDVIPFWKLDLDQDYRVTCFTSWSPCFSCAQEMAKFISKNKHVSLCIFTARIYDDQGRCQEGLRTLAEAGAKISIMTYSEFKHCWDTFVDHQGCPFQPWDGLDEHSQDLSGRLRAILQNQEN
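Read-out is eYFP fluorescence (Ex 488/Em 500-530) from Vif-expressing HeLa A3G-eYFP cells; more signal means A3G escaped Vif-mediated degradation. Cells plated overnight, compound pinned in, incubated overnight at 37 deg C.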
ALOX12 inh: ALOX12 (human) lipoxygenase inhibition; P18054; purified 12hLO, xylenol orange hydroperoxide absorbance; Potency, µM (titrated, usually from 108 µM), for the others: at the highest dose activity change, negative = inhibition, actives largely listed as inhibitors; actives 1.1% (n = 580,000); AID 1671190; further: on the % scale 0 is the no-effect control and ±100 the full control effect
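Purified human 12hLO (150 nM final) in 25 mM Hepes, 0.01% Triton X-100, pH 7.0 was preincubated 15 min at room temperature with compound. Then 40 uM arachidonic acid was added, 30 min. Hydroperoxide was read by Fe-XO absorbance ratio 573/405 nm.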
RXFP1 agonist: agonists of human relaxin receptor RXFP1; HEK293T-RXFP1 cAMP TR-FRET, 30 min; response scale: percent of porcine relaxin response, buffer zero; Q9HBX9; actives 0.3% (n = 370,000); AID 2676; Potency, µM (doses to about 57.5 µM), inactives show at the top dose activation, hits mostly activators; further: on the % scale 0 is the no-effect control and ±100 the full control effect; nearly all actives have a fitted effect of over 60% in size; many of its hits are not listed in these tables
Target sequence (Q9HBX9 whole entry, looked up): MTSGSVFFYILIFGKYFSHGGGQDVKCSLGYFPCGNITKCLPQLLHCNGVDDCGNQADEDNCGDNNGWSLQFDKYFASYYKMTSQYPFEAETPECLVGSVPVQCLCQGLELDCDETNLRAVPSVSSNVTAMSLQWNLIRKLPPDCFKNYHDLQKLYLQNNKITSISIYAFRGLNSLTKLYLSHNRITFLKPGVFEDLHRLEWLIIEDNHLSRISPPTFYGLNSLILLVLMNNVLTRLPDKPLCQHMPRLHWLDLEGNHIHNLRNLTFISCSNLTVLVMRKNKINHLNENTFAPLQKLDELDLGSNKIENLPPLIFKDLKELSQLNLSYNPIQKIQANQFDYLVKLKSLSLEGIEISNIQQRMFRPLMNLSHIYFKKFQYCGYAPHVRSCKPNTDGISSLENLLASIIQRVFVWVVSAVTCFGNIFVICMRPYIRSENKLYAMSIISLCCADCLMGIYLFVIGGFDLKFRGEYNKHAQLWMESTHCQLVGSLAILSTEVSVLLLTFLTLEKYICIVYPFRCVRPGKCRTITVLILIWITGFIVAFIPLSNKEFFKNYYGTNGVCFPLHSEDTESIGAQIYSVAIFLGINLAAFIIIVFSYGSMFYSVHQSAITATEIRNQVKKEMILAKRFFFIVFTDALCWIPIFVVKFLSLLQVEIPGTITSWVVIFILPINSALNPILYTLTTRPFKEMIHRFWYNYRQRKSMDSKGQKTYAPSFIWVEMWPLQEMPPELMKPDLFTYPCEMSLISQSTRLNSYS
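Agonist response is measured as cAMP accumulation in an RXFP1-transfected HEK293T line under PDE4 inhibition. Values are scaled between buffer-only and 29 nM porcine relaxin, and EC50s come from standard Hill equation fits.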
TrxR1 inh: inhibitors of rat thioredoxin reductase 1 | Potency, µM (doses to about 114 µM), inactives show at the highest dose activity change, negative = inhibition, usual class: inhibitors | actives 1% (n = 390,000) | O89049 | AID 588453 | recombinant rTrxR1, NADPH fluorescence consumption, selenite substrate; further: on the % scale 0 is the no-effect control and ±100 the full control effect; nearly all actives have a fitted effect of over 65% in size
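Rat TrxR1 (90 nM in the dispensed reagent) was pre-reduced with 400 uM NADPH for 5 min at room temperature, then incubated with compound for 15 min. After 400 uM selenite was added, NADPH fluorescence (Ex 340/Em 450 nm) was followed for 8 min.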
Active calls of the source: *; u = inconclusive; x = not tested or not shown; [ ] = another dose, or the depositor's remark. The call rests on the fitted dose curve; in most records, active means well fitted curve in the direction sought with a large enough effect; inconclusive means small, poorly fitted or top-dose-only effect, or another doubt; inactive means no such curve, though single readings can be large; an effect the other way counts as inactive or inconclusive. Potency means the concentration at half of the fitted maximal effect. A portion of the library; the hit share may differ from the screen's.

| SMILES | TrxR1 inh | USP1-UAF1 inh | TrxR1 substrate | Vif-APOBEC3F blk | mIDH1 inhibitor | RXFP1 agonist | RGS4 inhibitor | Vif-A3G inh | ALOX12 inh |
| --- | --- | --- | --- | --- | --- | --- | --- | --- | --- |
| NC(=O)C1CCN(S(=O)(=O)c2ccccc2[N+](=O)[O-])CC1 | 27% | -9% | 4% | -13% | 4% | -1.4% | 15% | 0% | 28% |
| O=C(Nc1ccc([N+](=O)[O-])cc1)C1C(c2ccccc2)=C1c1ccccc1 | 1%[57.1 µM] | -15% | 1%[57.1 µM] | -6% | 1% | 1.3% | -8% | -5% | -11%[57.4 µM] |
| Cc1ccc(NC(=O)CSc2nncs2)cc1Cl | 26% | -7% | 2% | -5% | 9% | 0.3% | 6% | -2% | 0% |
| Clc1ccc(OCc2cn3ccccc3n2)c2ncccc12 | 11%[57.1 µM] | u | -16%[57.1 µM] | 1% | 9% | -0.4% | -14% | 1% | -2% |
| CC(=O)c1ccc(Oc2cc(C(F)(F)F)cnc2C(N)=O)cc1 | 26%[57.1 µM] | -20% | -15%[57.1 µM] | -11% | 10% | -1.7% | -27% | 4% | -4% |
| O=C(CCS(=O)(=O)c1ccc(Br)cc1)N1CCCCCC1 | 7% | -10% | 6% | -13% | 12% | 2.8% | -23% | -6% | 4% |
| N#Cc1c(N)nc2c(c1-c1ccc3c(c1)OCO3)CCc1ccccc1-2 | 11% | -3% | 206%[activator] | -4% | 3% | 3.5% | -23% | u | -19% |
| COCCCNc1nc2c(c(=O)n(C)c(=O)n2C)n1Cc1cccc(OC)c1 | -8%[57.1 µM] | 3% | 2%[57.1 µM] | -1% | -1% | 3.7% | u | -1% | -9% |
| CC(C)NC(=S)NC(c1ccccc1)(c1ccccc1)c1ccccc1 | 8% | 0% | -1% | -6% | -1% | -2.7% | u | -2% | 40µM* |
| C(=N\n1cnnc1)/c1ccccc1OCCOc1ccccc1 | 3%[57.1 µM] | -13% | 10%[57.1 µM] | 6% | 0% | 0.5% | -18% | -17% | 352%[activator] |
| O=S1(=O)c2ccccc2N(Cc2ccccc2)c2ccccc21 | 30%[57.1 µM] | -13% | 9%[57.1 µM] | 1% | -16% | u | -30% | -4% | -14% |
| COC(=O)C(NC(=O)c1ccccc1C)(Nc1ncc(S(=O)(=O)c2ccc([N+](=O)[O-])cc2)s1)C(F)(F)F (configuration not stated) | -6% | -21% | -4% | -7% | -5% | 2.8% | 0% | 1% | -14% |

Among those listed so far, these contain a Cl atom.
| SMILES | TrxR1 inh | USP1-UAF1 inh | TrxR1 substrate | Vif-APOBEC3F blk | mIDH1 inhibitor | RXFP1 agonist | RGS4 inhibitor | Vif-A3G inh | ALOX12 inh |
| --- | --- | --- | --- | --- | --- | --- | --- | --- | --- |
| Cc1ccc(NC(=O)CSc2nncs2)cc1Cl | 26% | -7% | 2% | -5% | 9% | 0.3% | 6% | -2% | 0% |
| Clc1ccc(OCc2cn3ccccc3n2)c2ncccc12 | 11%[57.1 µM] | u | -16%[57.1 µM] | 1% | 9% | -0.4% | -14% | 1% | -2% |

Carrying on:
| SMILES | TrxR1 inh | USP1-UAF1 inh | TrxR1 substrate | Vif-APOBEC3F blk | mIDH1 inhibitor | RXFP1 agonist | RGS4 inhibitor | Vif-A3G inh | ALOX12 inh |
| --- | --- | --- | --- | --- | --- | --- | --- | --- | --- |
| O=C(NCc1ccccn1)C(=O)Nc1ccccc1 | 12% | -16% | 6% | u | 4% | -0.3% | -1% | -4% | 0% |
| O=C(NC(Cc1c[nH]c2ccccc12)C(=O)O)/C(=C/c1ccco1)NC(=O)c1ccccc1 (configuration not stated) | u | -5% | -4% | -1% | -7% | 0.7% | 28% | -2% | -8% |
| CCc1ccc2nc(/N=C(\N)NC(=O)c3ccccc3)nc(C)c2c1 | 41% | 6% | 4%[57.1 µM] | 3% | 5% | 4.4% | 4% | 1% | 120%[activator] |
| COc1ccc(S(=O)(=O)N2CCOCC2)cc1NC(=O)c1cccc(-n2cccc2)c1 | -12% | u | 3% | 1% | 3% | 0.5% | -35% | -1% | -2% |
| COC(=O)c1sccc1NC(=O)c1csc(C)c1 | 15% | -10% | -14% | -25% | 6% | 0.4% | 8% | -10% | -12% |
| CN(Cc1ccc(Cl)c(Cl)c1)C(=O)C1CSC2(C)CCC(=O)N12 (configuration not stated) | 20% | -21% | 4% | 1% | 4% | -1.1% | -14% | -8% | -55% |
| CCOC(=O)C1(Cc2ccccc2Cl)CCN(S(=O)(=O)N(C)C)CC1 | 14%[57.1 µM] | -14% | 5%[57.1 µM] | -2% | 5% | 0.7% | -5% | -1% | 0% |
| CC1CC(C)CN(S(=O)(=O)c2ccc3oc(=O)ccc3c2)C1 (configuration not stated) | 16% | -18% | 0% | -6% | -7% | -0.3% | 25% | 2% | 107%[activator] |
| COc1ccc2c(Cl)cc(NC(=O)Nc3c(C)cccc3C)nc2c1 | x | -7% | x | -1% | 10% | x | x | 1% | -3% |
| CCOc1cc2[nH]c(=O)n(CCCCC(=O)NCc3ccco3)c(=O)c2cc1OCC | -2% | 0% | 3% | -15% | 3% | -0.6% | 34% | 0% | 4% |
| O=C(Cc1ccc(Cl)cc1)Nc1ccccc1N1CCOCC1 | -6% | 2% | -6% | 0% | 2% | -0.8% | 8% | -10% | 0% |
| N#C/C(=C/c1ccc(O)cc1)c1nc(-c2ccc(-c3ccccc3)cc2)cs1 | 1% | -7% | 0% | -28% | 0% | 1.1% | 14% | -8% | -20% |
| CCCc1cc(=O)n2[nH]c(C)nc2n1 | u | -20% | -2% | -1% | 3% | -2.0% | -20% | 0% | 1% |
| Cc1ccc(-n2cccc2C(=S)N=P(N(C)C)(N(C)C)N(C)C)cc1 | -21% | -5% | -8% | 2% | 4% | 0.8% | u | -3% | u |
| O=C1/C(=C/c2ccc([N+](=O)[O-])cc2)C=C(c2ccccc2)N1c1ccccc1 | 6% | -24% | 5% | -6% | 12% | 0.7% | 19% | -2% | -14% |
| Cc1ccccc1C(=O)O/N=C1\CCS(=O)(=O)c2sccc21 | 10%[57.1 µM] | -7% | 3% | 1% | 8% | -0.1% | -9% | 0% | 0% |
| COC(=O)c1ccccc1NC(=O)C1CC(c2ccccc2O)=NO1 (configuration not stated) | 24%[57.1 µM] | -13% | 5%[57.1 µM] | 2% | -1% | 0.4% | 7% | 2% | 3% |
| Cc1ccc2c(c1)C(=O)C(=O)N2CC(=O)OC(C)C | 13% | -22% | -2% | -4% | 4% | 2.8% | -25% | -5% | -12% |
| CCCCNC(=S)Nc1cc([N+](=O)[O-])ccc1C | -18% | -21% | -6% | -5% | 6% | 2.3% | 3% | -1% | -7% |
| Cc1c(C(=O)NCc2ccc3c(c2)OCO3)oc2ccc(S(=O)(=O)N3CCCC3)cc12 | 17%[57.1 µM] | -24% | 11%[57.1 µM] | -5% | -3% | 0.1% | -36% | 0% | -4% |
| Cc1nc(SCc2ccccc2Cl)c(C#N)c(C)c1C | 1% | -20% | -5% | -3% | 15% | 0.7% | -10% | -1% | -8% |
| O=C(c1cc(COc2ccc3ncccc3c2)on1)N1CCCCCC1 | 3% | -21% | -2% | 6% | 5% | -0.5% | -20% | 3% | -1% |
| CC(NC(=O)c1ccc(F)cc1)c1ccccc1 (configuration not stated) | -1% | -9% | 2% | 3% | 8% | 3.5% | 4% | 0% | 0% |
| COc1cc(NC(=O)c2ccc(OC)c([N+](=O)[O-])c2)ccc1NC(=O)c1cccs1 | 4% | -5% | -2% | -8% | 5% | 2.9% | -15% | -9% | 2% |

One compound at a time (already shown). Values in the order: TrxR1 inh	USP1-UAF1 inh	TrxR1 substrate	Vif-APOBEC3F blk	mIDH1 inhibitor	RXFP1 agonist	RGS4 inhibitor	Vif-A3G inh	ALOX12 inh
Entry for `Cc1nc(SCc2ccccc2Cl)c(C#N)c(C)c1C` → 1%	-20%	-5%	-3%	15%	0.7%	-10%	-1%	-8%
Entry for `CC(NC(=O)c1ccc(F)cc1)c1ccccc1` (configuration not stated) → -1%	-9%	2%	3%	8%	3.5%	4%	0%	0%
Entry for `Cc1ccccc1C(=O)O/N=C1\CCS(=O)(=O)c2sccc21` → 10%[57.1 µM]	-7%	3%	1%	8%	-0.1%	-9%	0%	0%

(next part)
| SMILES | TrxR1 inh | USP1-UAF1 inh | TrxR1 substrate | Vif-APOBEC3F blk | mIDH1 inhibitor | RXFP1 agonist | RGS4 inhibitor | Vif-A3G inh | ALOX12 inh |
| --- | --- | --- | --- | --- | --- | --- | --- | --- | --- |
| COc1ccc(OC)c(Nc2nc3ccccc3nc2-n2nc(C)cc2C)c1 | -14% | -7% | -14% | -7% | -15% | 3.7% | 2% | -5% | -21% |
| CNc1nc(NCc2ccccc2)c2ccccc2n1 | -1% | -8% | 3% | -12% | 1% | 0.4% | 11% | -12% | 0% |
| CCC(=O)Oc1ccc(C(=O)Nc2cccc(C(=O)NC(C)(C)C)c2)cc1 | 21% | -27% | 5% | -14% | 9% | -2.0% | -12% | 3% | 2% |
| COc1ccccc1C(=O)NCCC(=O)NC1CCCCCC1 | 16% | -13% | 5% | -3% | 5% | x | 17% | -2% | 9% |
| CCCNC(=O)C1CCC(CNS(=O)(=O)c2cccc3nsnc23)CC1 (configuration not stated) | -5% | -13% | -5% | 6% | 0% | -2.6% | 0% | -9% | 14% |
